Screens as filed in PubChem.
CASP6 VEID inh = inhibitors of human caspase-6. P55212. purified caspase-6, Z-VEID-R110 cleavage fluorescence. inhibition, % at 12.5 µM. 350,000 compounds, 0.53% hits. AID 686996;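 active means mean inhibition across replicates at least about 35%, with every replicate also reaching that limit, limit read from the data; inconclusive means only one of the two criteria met; inactive means neither criterion met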;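 further: 0% = median of neutral control wells and 100% = no fluorescence left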
Target sequence (P55212 24-179 limits assumed): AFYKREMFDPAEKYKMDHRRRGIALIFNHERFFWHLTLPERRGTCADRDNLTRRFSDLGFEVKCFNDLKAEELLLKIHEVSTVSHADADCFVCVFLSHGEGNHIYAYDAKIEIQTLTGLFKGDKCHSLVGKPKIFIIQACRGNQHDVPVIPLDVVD
Target sequence (P55212 194-293 limits assumed): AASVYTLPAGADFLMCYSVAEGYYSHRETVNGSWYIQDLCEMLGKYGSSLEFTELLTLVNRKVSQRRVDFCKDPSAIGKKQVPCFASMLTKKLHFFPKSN
DENV2 CPE rescue = DENV2-induced cell death inhibition. 350,000 compounds, 1.7% hits. DENV2-infected cells, cytopathic effect rescue, plate reader. CPE inhibition, % at 9.99 µM; in the data active means CPE inhibition above about 20%, passing the limit was not always enough; inconclusive means no clear call, values can overlap the other calls; tested in BHK-21 cells;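 further: 0% = median of neutral control wells and 100% = median of positive control wells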
SIRT5 block = blocks human SIRT5 desuccinylation of peptide; AID 652115; Purified SirT5, succinyl-peptide AMC, trypsin-coupled fluorescence; 330,000 compounds, 1.1% hits; inhibition, % at 15 µM; in the data active means inhibition above about 15%; inconclusive means no clear call, values can overlap the other calls
Target sequence (Q9NXA8 whole entry, looked up): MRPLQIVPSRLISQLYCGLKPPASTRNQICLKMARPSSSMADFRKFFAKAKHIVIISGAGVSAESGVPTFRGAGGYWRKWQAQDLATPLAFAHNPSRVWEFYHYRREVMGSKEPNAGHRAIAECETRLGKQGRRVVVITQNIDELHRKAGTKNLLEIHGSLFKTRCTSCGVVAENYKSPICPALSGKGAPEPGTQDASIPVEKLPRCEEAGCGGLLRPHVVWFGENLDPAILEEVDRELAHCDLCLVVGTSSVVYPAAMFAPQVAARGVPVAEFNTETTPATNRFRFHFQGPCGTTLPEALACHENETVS
miR122 inh = miR-122 inhibition in Huh7 cells | Huh7 miR-122 Renilla luciferase sensor, 48 h; neutral wells = 0, positive control = 100 | activation (reporter increase), % at 12.5 µM | 340,000 compounds, 0.3% hits | AID 602342;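 active means mean replicate activation score at least 90 and every replicate individually at or above 90; inconclusive means only one of the two criteria met; inactive means neither criterion met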;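 further: higher luciferase means less miR-122 activity so hits act as miR-122 inhibitors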
ERAP1 inh = ERAP1 (human) enzyme inhibition; Q9NZ08; recombinant ERAP1, Leu-AMC fluorescence, 60 min; inhibition, % at 10.7 µM; 340,000 compounds, 0.15% hits;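 active means mean replicate inhibition of at least 30%, or all replicates individually reaching that 30% level; inactive means mean below 30% and not every replicate reaching it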;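 further: 0% = neutral control wells and 100% = L-leucinethiol positive control wells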
F508del corr = CFTR F508del correction in bronchial cells. CFBE cells, YFP halide quenching; stimulated with forskolin plus potentiator P3; % fluorescence drop versus neutral controls. activity (quench increase), % at 7.58 µM. 350,000 compounds, 0.36% hits;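 active means mean added fluorescence quench of at least 8% versus neutral control, with both replicates also reaching 8%; inconclusive means only one of the mean or replicate conditions met; inactive means mean below 8% and not both replicates reaching 8%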;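 further: cells transiently co-express mutant CFTR-F508del with the halide-sensitive YFP; corrector assay measuring rescue of mutant channel to the surface after 24 h compound exposure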
ERp5 inh = blocks human ERp5 reductase activity on insulin; ERp5 insulin aggregation, absorbance 650 nm, 90 min; inhibition, % at 9.99 µM; 350,000 compounds, 0.05% hits; AID 651711;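 active means mean replicate inhibition above about 25%, with every replicate also reaching it, limit read from the data, passing the limit was not always enough; inconclusive means only one of those two criteria met; inactive means neither criterion met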
Target sequence (Q15084 whole entry, looked up): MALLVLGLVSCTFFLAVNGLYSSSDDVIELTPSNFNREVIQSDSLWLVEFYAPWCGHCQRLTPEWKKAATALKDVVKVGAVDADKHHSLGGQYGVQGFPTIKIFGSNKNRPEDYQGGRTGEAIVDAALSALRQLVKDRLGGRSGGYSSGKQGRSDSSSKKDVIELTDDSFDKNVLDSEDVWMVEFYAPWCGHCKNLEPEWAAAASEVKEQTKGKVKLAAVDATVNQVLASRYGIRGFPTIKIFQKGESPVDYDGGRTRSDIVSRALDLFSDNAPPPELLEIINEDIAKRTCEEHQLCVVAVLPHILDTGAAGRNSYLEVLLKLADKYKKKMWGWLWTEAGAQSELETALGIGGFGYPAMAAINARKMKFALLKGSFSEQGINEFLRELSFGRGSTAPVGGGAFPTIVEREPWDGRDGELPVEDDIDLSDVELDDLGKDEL
Numbers without * were called inactive; ? = inconclusive; nt = not tested or not shown; & = joins results of further samples; [ ] = dose if it differs, or a comment.

SMILES	CASP6 VEID inh	DENV2 CPE rescue	SIRT5 block	miR122 inh	ERAP1 inh	F508del corr	ERp5 inh
Nc1ccc(N=Nc2ccc(N)cc2)cc1	-1	9	1	nt	5	-1.2	0
CCOc1ccc([C@@H]2CC=C(C(=O)O)[C@H](c3cccc(Cl)c3)N2S(=O)(=O)c2ccc(C)cc2)cc1	4	-1	3	6	1	-0.9	4
COc1ccc(CNC(=O)CCC(=O)c2ccc(F)cc2)cc1OC	-4	-4	nt	-4	-1	-2.1	-8
C[C@H](CO)N1C[C@H](C)[C@@H](CN(C)S(=O)(=O)c2ccccc2)Oc2c(NC(=O)Nc3ccc(C(F)(F)F)cc3)cccc2C1=O	2&0	2&18	6	3	-2&-2	1.3&-0.6	-2&-1
Cc1ccccc1-c1ccc([C@H]2[C@@H](CO)N3CCCCN(C(=O)CN4CCOCC4)C[C@H]23)cc1	-2	-6	0	2[16.7 µM]	4	-2.2	7
COc1cccc(/C=N/Nc2ccc(S(=O)(=O)Nc3ccccc3C(=O)O)cc2[N+](=O)[O-])c1O	27	7	19*	-4	-11	-1.4	-2
CN1CCN(c2nc3ccccc3nc2NS(=O)(=O)c2ccc(Br)cc2)CC1	0	-14	2	-8	-3	2.2	4
CC(C)(Oc1ccc(CCNC(=O)c2ccc(-c3ccccc3)o2)cc1)C(=O)O	8	-5	0	3	1	nt	5
O=C(NCC[C@H]1CC[C@@H](NS(=O)(=O)c2ccc(F)cc2)[C@@H](CO)O1)c1ccc2c(c1)OCO2	-23	-9	-1	nt	-4	-2.5	-3
COc1cccc(C(=O)OCC(=O)Nc2cc(C)on2)c1OC	6	-3	nt	-9	1	2.1	-3
COc1cc(OC)c2ccc(=O)oc2c1C(CCN1CCOCC1)c1ccc2c(c1)OCO2 (configuration not stated)	-1	-3	1	6	nt	-0.4	-4
CCOC(=O)N1CCC(N2Cc3cccc(C(=O)NCc4ccc5c(c4)OCO5)c3C2=O)CC1	20	19	-4	-3	4	-0.1	-7
CC(C)N(Cc1nnc(-c2ccc(Cl)cc2)o1)C(=O)c1cc2ccccc2o1	-4	1	-3	-7	0	1.3	1
Cc1cc(C(=O)NC2CCCC(C)C2C)c2ccccc2n1 (configuration not stated)	-4	-8	-4	-5	-4	-3.1	6
CCCCn1nnnc1C(c1ccccc1)N1CCN(c2ccc(C)cc2)CC1 (configuration not stated)	-4	-7	0	nt	5	0.8	1
CN(C)CC(=O)N[C@@H]1CC[C@H](CCn2cc(C3CCCCC3)nn2)O[C@@H]1CO	0	-10	0	14[16.7 µM]	1	1.9	-6
Cn1ncc([N+](=O)[O-])c1C(=O)Nc1ccc(-c2ccccc2)cc1	2	12	-3	8	1	-1.5	3
COc1cc(-c2noc(C)c2C(=O)NCC[C@@H]2CCCN2C)cc(OC)c1OC	-93	-8	-3	2	4	0.2	2
O=S1(=O)N=C(N(CCO)/N=C/c2ccc(Br)cc2)c2ccccc21	1	-2	-4	1	1	-3.6	1
COc1ccc(C2=COc3ccccc3C(=O)N2)cc1	3	8	2	1	2	1.5	0
CN(C)CCN(C(=O)c1ccc2c(c1)CCCC2)c1nc2cc3c(cc2s1)OCCO3	2	?	6	nt	-1	1.5	2
COc1ccc(N2CCOCC2)c(NC(=O)c2cccnc2)c1	5	nt	1	-1	3	1.5	0
NC(=Nc1ccccc1)Nc1ccccc1	-2&1	4	0&-1	-8	-2&-3	-0.7	7&-1
Cc1noc(C)c1S(=O)(=O)Nc1cccc2c1O[C@@H](CN(C)C(=O)Nc1cccc3ccccc13)[C@@H](C)CN([C@H](C)CO)C2=O	12	-12	6	nt	3	-5.5	-2
Cc1ccc(C(C)C)c(OCC(=O)N/N=C/C2CCCCC2)c1	0	5	-2	nt	5	0.8	5
Cc1nc([N+](=O)[O-])cn1CC(=O)Nc1ccc([N+](=O)[O-])cc1	-1	2	-1	-5	-5	0.2	0
C[C@H]1CN([C@@H](C)CO)S(=O)(=O)c2ccc(C3=CCCCC3)cc2O[C@H]1CN(C)C(=O)CN(C)C	3	5	-4	-5[16.7 µM]	-8	0.1	2
CC(C)(C)CC(C)(C)n1nnnc1N	5	17	0	1	-3	-5.2	-7
O=C(CCN1CCCCC1)N[C@H]1C=C[C@H](CC(=O)N2CCC(Cc3ccccc3)CC2)O[C@@H]1CO	1	1	3	5[16.7 µM]	-2	1.4	-1
O=C(C[C@H]1C[C@@H]2c3cc(NC(=O)C4CCC4)ccc3O[C@@H]2[C@H](CO)O1)NC1CCCCC1	16&1	17&-1	-6&2	-4	-2&1	0.3&-3.0	-3&-5

3 records picked at random from those above:
SMILES	CASP6 VEID inh	DENV2 CPE rescue	SIRT5 block	miR122 inh	ERAP1 inh	F508del corr	ERp5 inh
Cc1ccc(C(C)C)c(OCC(=O)N/N=C/C2CCCCC2)c1	0	5	-2	nt	5	0.8	5
O=C(CCN1CCCCC1)N[C@H]1C=C[C@H](CC(=O)N2CCC(Cc3ccccc3)CC2)O[C@@H]1CO	1	1	3	5[16.7 µM]	-2	1.4	-1
NC(=Nc1ccccc1)Nc1ccccc1	-2&1	4	0&-1	-8	-2&-3	-0.7	7&-1

Next section:
SMILES	CASP6 VEID inh	DENV2 CPE rescue	SIRT5 block	miR122 inh	ERAP1 inh	F508del corr	ERp5 inh
C[C@H](CO)N1C[C@H](C)[C@H](CN(C)CC2CC2)Oc2ccc(NC(=O)Cc3cn(C)c4ccccc34)cc2C1=O	-1	-7	-3	4[16.7 µM]	1	-0.7	-1
COc1ccc(C)c2sc(N(CCCN(C)C)C(=O)c3ccc(S(=O)(=O)N4CCc5ccccc5C4)cc3)nc12	7	1	-7	-21	3	5.2	4
CN(CCNC(=O)Cn1c(=O)sc2ccccc21)Cc1ccccc1	-1	4	nt	0	nt	-4.3	-2
Cc1cc(N2CCN(S(C)(=O)=O)C[C@@H]2C)ccc1N1CCN(Cc2ccccc2)[C@@H](C)C1	-7	-2	-1	nt	5	-8.1	0
CSCc1ccc(C(=O)NC(C)c2ccc(-n3ccnc3)cc2)cc1 (configuration not stated)	2	1	-4	2	-1	-0.6	3
COc1ccc(CN2C(=O)C(C)Nc3ncnc(N4CCc5ccccc5C4)c32)cc1 (configuration not stated)	6	?	-2	4	-1	4.4	0
Cc1ccccc1-c1nnn(Cc2ccc(F)cc2Cl)n1	0	-3	-3	8	-2	0.3	-2
O=C(C[C@@H]1CC[C@@H]2[C@H](COC[C@@H](O)CN2C(=O)c2ccc3c(c2)OCO3)O1)NCCN1CCCC1	-1	-4	1	nt	0	1.3	-6
C/C=C/c1ccc(C2[C@H]3CNC[C@@H]2N3Cc2ccc(OC)cc2)cc1 (some centres not stated)	-17	1	-7	nt	1	1.9	2
COc1cc(C(=O)NCc2nnc(SCC(=O)NCCc3ccccc3)o2)cc(OC)c1OC	2	7	0	0	4	-0.1	9
COCC(=O)N(C)C1(c2nnnn2CCOC(=O)Nc2ccc(Cl)cc2)CCCCC1	1	nt	-2	nt	-1	-1.7	2
Cc1cccc(C)c1NC(=O)Cn1c(=O)c2cccn2c2ccccc21	6	6	1	-8	0	-1.6	0
Cc1ccc(S(=O)(=O)Nc2ccc3c(c2)C(=O)N([C@H](C)CO)C[C@H](C)[C@H](CN(C)C(=O)CCCN(C)C)OCCCC[C@@H](C)O3)cc1	-2	-3	2	6[16.7 µM]	-1	1.1	-5
CCN(CC)CCN(Cc1cc2cc3c(cc2[nH]c1=O)OCO3)C(=S)NCCCOC	0	3	-10	23	0	2.2	-5
CC(=O)N1CCc2c(sc(NC(=O)C3COc4ccccc4O3)c2C(N)=O)C1 (configuration not stated)	2	-3	2	-1	1	-1.8	-19
O=C(CCCNC(=O)/C(=C/c1ccc(Br)cc1)NC(=O)c1ccccc1)OCc1ccccc1	3	-2	0	nt	0	-3.1	8
CC(C)(C)OC(=O)C[C@@H]1C/C=C\C[C@H](CC(=O)N[C@H](CO)Cc2ccccc2)C(=O)N[C@@H](Cc2ccccc2)COC1=O	-2	-6	nt	-6	-1	2.2	8
C[C@@H]1CN([C@H](C)CO)C(=O)c2cc(NC(=O)Nc3ccc(F)cc3)ccc2O[C@H]1CN(C)Cc1ccc(-c2ccccc2)cc1	0	?	9	-3[16.7 µM]	0	0.7	51*
CC(=O)c1ccc(OCCCC(=O)Nc2cccc(S(=O)(=O)N3CCOCC3)c2)cc1	-1	0	-1	nt	2	0.5	2
CC(C)NC(=O)N(C)C[C@@H]1Oc2c(cccc2N(C)C)C(=O)N([C@H](C)CO)C[C@@H]1C	-2	-5	-1	-1[16.7 µM]	-2	0.4	-1
Cc1ccc(-n2ncc3c(NCc4cccnc4)ncnc32)cc1C	-6	4	-3	-14	-3	0.4	1
COc1ccc([C@H]2CC(=O)C=C(c3ccc(F)cc3OCc3ccccc3)C2)cc1OC	4	-18	-2	-18	-1	4.5	10
CCN(CC(=O)Nc1ccc(Cl)c(S(=O)(=O)N(C)C)c1)Cc1nc2ccccc2c(=O)[nH]1	1	-2	4	-8	0	1.5	0
CCCc1nn2c(N)c(/C=C3\C=Nc4ccccc43)c(=O)nc2s1	-4&0	-3&-4	-1&-2	-4	0&0	-1.4&0.1	-2&-3
O=c1[nH]cc(N=Cc2cc(Cl)cc(Cl)c2O)c(=O)[nH]1	27	0	nt	-6	-2	-1.6	4
O=C(NCC[C@H]1CC[C@@H](NS(=O)(=O)c2ccc(Cl)cc2)[C@@H](CO)O1)c1ccccc1F	0	?	-3	nt	1	0.1	3
CCCc1c(-c2cccc(Br)c2)ncn1Cc1ccccc1OC	-1	3	-3	nt	3	4.3	-5
Cc1cc(NCCc2ccccc2F)n2ncnc2n1	-1	1	0	0	-1	-3.3	-6
CCOc1ccc(N2C(=O)CC(N(Cc3ccco3)C(=O)CC)C2=O)cc1 (configuration not stated)	3	5	-4	nt	6	-1.9	-4
FCCCOc1ccc(-c2ccnc3ncnn23)cc1	0	4	-131	-9	2	-2.5	2
O=C(CSc1nc(=O)n2ccccc2n1)NCc1ccc(F)cc1	0	-12	3	-2	3	-0.5	-1
Cc1ccccc1NC(=O)Cc1nc(COC(=O)CSc2ccc(F)cc2)cs1	-2	-5	nt	-7	2	0.8	12
CCCC(=O)Nc1nnc(SCC(=O)N2CCCCC2)s1	-1	7	nt	-5	1	0.6	5
O=C(COc1ccc(/C=C2/NC(=O)NC2=O)cc1)Nc1ccc(F)cc1	-2	0	-6	nt	-2	-0.7	-10
O=C(C[C@@H]1CC[C@@H](NC(=O)c2ccccc2)[C@H](CO)O1)NCc1ccc(Oc2ccccc2)cc1	1	3	0	nt	-3	-0.7	-3
C[C@@H]1CN([C@@H](C)CO)C(=O)c2cccc(NC(=O)c3ccc(-c4nccs4)cc3)c2O[C@H]1CN(C)Cc1ccc(Oc2ccccc2)cc1	0	?	12	-2[16.7 µM]	-6	1.0	-2
COc1cc(NC(=S)Nc2cccc(C)n2)cc(OC)c1OC	-6	16	0	nt	0	1.8	1
N#Cc1cccc(NC(=O)COC(=O)c2ccc3c(=O)n4c(nc3c2)CCC4)c1	4	-8	-4	nt	-2	-5.1	-1
Cc1ccc(NC(=O)CN(C)C(=O)Cc2ccc(Cl)cc2Cl)cc1	4	5	-3	0	1	1.4	0
COc1ccc(Cl)cc1N(CC(=O)NC1CC1)S(=O)(=O)c1ccc(C)c([N+](=O)[O-])c1	-2	-3	-1	6	8	0.5	1
O=C1CN(C(=O)CN2CCN(S(=O)(=O)c3ccccc3F)CC2)c2ccccc2N1	1	4	-9	-1	2	-2.1	0
Cc1cc(/C=N/O)c(C)n1-c1ccc(Br)cc1	1	8	0	nt	0	nt	-5
COc1cccc(NC(=O)CS(=O)(=O)c2cccc3nsnc23)c1	2	9	-6	-2	2	0.0	4
COc1ccc(CNC(=O)c2ccccc2[N+](=O)[O-])cc1	1	1	-5	-8	0	0.8	-5
CC(=O)c1ccc(NC(=O)C(C)OC(=O)/C=C/c2ccco2)cc1 (configuration not stated)	15	-8	nt	8	1	2.3	-4
CC(=O)c1cccc(NC(=O)N2C3CCCC2CC(NC(=O)C2CC2)C3)c1 (configuration not stated)	-1	1	-6	-4	-4	0.2	2
